M1 PAM parental: M1 PAM counterscreen hit in parental CHO-K1 cells | activation, % at 3 µM | actives 0.02% (n = 360,000) | AID 602247 | ATP EC20, Fluo-8 calcium fluorescence; 0% at ATP EC20, 100% at ATP max;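 active = activation above the run cutoff, the mean activation of all test compounds plus 3 SD, cut at about 40% in these data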;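 also: peak over basal fluorescence ratio in a 140 s read after ATP addition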
CHO-K1 Ca antag: M1 antagonist counterscreen hit in parental CHO-K1 cells; ATP-induced calcium, Fluo-8 fluorescence; inhibition, % at 3 µM; AID 602250; actives 0.6% (n = 360,000);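 active = inhibition above a per-plate cutoff, the plate's mean sample inhibition plus 3 SD, cut at about 24% in these data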;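 also: 0% = DMSO plus EC80 ATP and 100% = DMSO alone without ATP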
TAAR1 antag: antagonists of human TAAR1; Q96RJ0; CHO RD-HGA16 TAAR1, Fluo-8 calcium fluorescence, antagonist; inhibition, % at 3 µM; actives 1.5% (n = 360,000);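 active = inhibition above a per-plate cutoff, the mean inhibition of test compounds on that plate plus 3 SD, cut at about 49% in these data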;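 also: 0% = DMSO plus EC80 beta-PEA response and 100% = DMSO alone without agonist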
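Test system: CHO RD-HGA16 cells bearing hTAAR1 | Reagent: β-PEA, EC80 | Compound dosing: 3 µM, single point | Schedule: Dye loading 75 min at 37 °C, then 30 min room temperature | Signal: Calcium fluorescence with Fluo-8 | Evaluation: Percent inhibition of PEA-evoked calcium signal, max/basal emission ratio | Control set: DMSO-only wells and EC80 β-PEA-stimulated wells | Repeats: Singlicate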
TAAR1 ag: agonists of human TAAR1 | activation, % at 3 µM | AID 624467 | Q96RJ0 | CHO RD-HGA16 TAAR1, Fluo-8 calcium fluorescence; vehicle wells 0%, saturating PEA agonist 100% | actives 0.99% (n = 360,000);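 active = activation above the mean activation of all test compounds in the run plus 3 SD, cut at about 38% in these data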
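Assay system: CHO-derived RD-HGA16 cells with stable Gα16 and human TAAR1; timing: 17-24 h seeding, 75 min 37 °C dye, 30 min RT; read-out: % activation from peak over basal fluorescence ratio, DMSO-to-PEA scaled; measured by: kinetic Fluo-8 calcium fluorescence; benchmarks: low control DMSO, high control PEA (EC100); doses: 3 µM single concentration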
M1 ag: agonists of human M1 muscarinic receptor | P11229 | actives 0.33% (n = 360,000) | activation, % at 3 µM | AID 588814 | CHO-K1 hM1, Fluo-8 calcium fluorescence, agonist mode; 0% DMSO, 100% acetylcholine EC100;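 active = activation above the run's mean compound activation plus 3 SD, cut at about 16% in these data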;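 also: peak over basal fluorescence ratio within a 140 s kinetic read after compound addition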
Target sequence (P11229 whole entry, looked up): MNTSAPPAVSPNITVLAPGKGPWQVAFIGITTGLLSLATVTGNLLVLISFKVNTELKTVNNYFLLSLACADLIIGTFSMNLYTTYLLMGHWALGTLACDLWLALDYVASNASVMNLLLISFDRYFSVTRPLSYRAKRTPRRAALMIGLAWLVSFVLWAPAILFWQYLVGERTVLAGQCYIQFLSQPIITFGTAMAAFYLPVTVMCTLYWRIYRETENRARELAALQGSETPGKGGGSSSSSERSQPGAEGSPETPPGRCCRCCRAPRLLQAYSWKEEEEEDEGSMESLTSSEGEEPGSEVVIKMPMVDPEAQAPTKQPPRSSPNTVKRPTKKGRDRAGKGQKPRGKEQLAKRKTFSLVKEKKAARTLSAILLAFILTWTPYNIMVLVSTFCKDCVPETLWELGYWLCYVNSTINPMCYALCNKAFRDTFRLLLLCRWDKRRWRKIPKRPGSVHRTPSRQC
CHRM1 antagonist: antagonists of human M1 muscarinic receptor; P11229; CHO-K1 hM1, Fluo-8 calcium fluorescence, ACh EC80 antagonist; inhibition, % at 3 µM; actives 1.3% (n = 360,000); AID 588852;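 active = percent inhibition above its own plate's cutoff, namely the mean of that plate's compound wells plus 3 SD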;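 also: peak over basal fluorescence ratio during 140 s after agonist addition; 0% = ACh EC80 plus DMSO and 100% = DMSO alone without agonist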
CHO parental Ca: counter-screen: ATP calcium response change in parental CHO cells; AID 463079; parental CHO-K1, ATP-induced calcium, Fluo-8 fluorescence; actives 0.63% (n = 330,000); inhibition, % at 5.6 µM;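 active = inhibition above that plate's mean sample inhibition plus 3 SD, cut at about 26% in these data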;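 also: 0% = ATP-challenged DMSO wells and 100% = DMSO wells without ATP; some compounds past the cut are filed as inactive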
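Material – parental CHO cells · Reagent – ATP stimulus · Compound – single nominal dose of 5.6 µM per compound · Detection – Fluo-8 fluorescence · Read-out basis – percent inhibition of calcium signal · Controls – ATP-challenged DMSO wells low, unchallenged DMSO wells high · Repeats – no replicates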
M1 ag parental: counter-screen for M1 agonists: effect in parental CHO-K1 cells. actives 0.48% (n = 360,000). activation, % at 3 µM. Fluo-8 calcium fluorescence; scaled to maximal ATP response, vehicle zero; in the data active = activation above about 15%;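 also: untransfected CHO-K1 host cells lacking M1 receptor as counterscreen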
OXTR potentiate: human OXTR potentiation; CHO-OTR cells, Fluo-8 calcium fluorescence, potentiator mode; 0% = oxytocin EC15, 100% = EC100; activation, % at 3 µM; actives 0.061% (n = 320,000); AID 2445;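 active = activation above that plate's cutoff, the mean activation of tested compounds plus 3 SD, cut at about 6.6% in these data, passing the limit was not always enough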;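 also: 100% uses oxytocin at 75 nM as the full agonist control; some results filed as inactive read as strong as hits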
Target sequence (P30559 whole entry, looked up): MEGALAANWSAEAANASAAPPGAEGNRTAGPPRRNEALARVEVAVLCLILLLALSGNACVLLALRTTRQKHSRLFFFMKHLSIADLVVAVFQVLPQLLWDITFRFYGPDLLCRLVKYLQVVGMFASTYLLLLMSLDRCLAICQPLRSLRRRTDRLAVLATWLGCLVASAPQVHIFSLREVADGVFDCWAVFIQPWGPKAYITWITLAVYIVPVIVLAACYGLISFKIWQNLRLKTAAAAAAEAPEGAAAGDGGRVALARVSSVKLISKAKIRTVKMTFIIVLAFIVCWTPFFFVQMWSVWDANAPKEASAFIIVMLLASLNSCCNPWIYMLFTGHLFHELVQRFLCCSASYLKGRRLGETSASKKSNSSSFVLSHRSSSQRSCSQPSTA
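System: human OTR in CHO cells / Also added: sub-maximal oxytocin, roughly EC15 / Control set: EC15 oxytocin low, 75 nM oxytocin high / Schedule: 6 min compound pre-incubation at room temperature, 100 s kinetic read / Compound: single-point 3.0 µM / Replication: singlicate / Technique: Fluo-8 calcium dye fluorescence / Read-out basis: % activation of max/min ratio relative to oxytocin controls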
* = called active by the depositor; . = no result given; & = joins results of further samples.

SMILES	M1 PAM parental	CHO-K1 Ca antag	TAAR1 antag	TAAR1 ag	M1 ag	CHRM1 antagonist	CHO parental Ca	M1 ag parental	OXTR potentiate
CCCC/C(C)=N/NC(=O)NC1CCCCC1	17	-3	-33	5	-7	-10	-19	-0.1	-6
Cc1nnc(SCCCn2c(N3CCN(c4ccccc4)CC3)nc3c2c(=O)[nH]c(=O)n3C)s1	-4	9	29	18	-3	-13	-24	4.3	0
Cc1ccc(C)c(S(=O)(=O)N2CCN(CC(=O)Nc3sccc3C#N)CC2)c1	13	-4	32	7	-4	-8	-24	3.5	-11
Cc1ccc(-c2nc(S(=O)(=O)c3ccc(C)cc3)c(N(C)C)o2)cc1	6	-2	-13	5	-3	-9	-3	0.8	2
CSc1cccc(NC(=O)CN2C(=O)COc3ccc(S(=O)(=O)N4CCOCC4)cc32)c1	-9	-6	6	-1	-4	-7	-23	0.8	-4
Cc1ccc(NC(=O)Nc2cccc3ccccc23)cc1	-4	6	-8	1	1	-16	-3	0.3	-5
COc1ccc(C2CCCCCN2C(=O)C2CCN(S(=O)(=O)c3cccc(C(C)=O)c3)CC2)cc1 (stereo not drawn)	19	-24	-2	16	-2	-15	.	1.9	.
Cc1cccc(N2CC(C(=O)NC3CCCCCC3)CC2=O)c1C (stereo not drawn)	-1	-16	7	3	-2	0	-4	1.0	-4
COc1ccc(CCNC(=O)COC(=O)/C=C/c2ccc(OCC#N)c(OC)c2)cc1OC	9	-2	-8	2	-7	-8	-12	4.5	-3
NC(=O)Nc1ccc(F)cc1	21	-12	-20	0	-3	-22	-6	0.2	-10
CCCCC(c1nnnn1CC1CCCO1)N1CCN(Cc2ccccc2)CC1 (stereo not drawn)	20	-4	-6	11	-7	-6	-2	1.3	2
O=[N+]([O-])c1ccc(CSc2ccc(S(=O)(=O)N3CCCCC3)cn2)cc1	6	-13	26	17	-7	5	14	-0.3	-7
CN(c1cccc(NC(=O)c2ccc(C(C)(C)C)cc2)c1)S(C)(=O)=O	4	-3	6	17	-2	8	-10	7.4	-9
C[C@@H]1CN([C@H](C)CO)S(=O)(=O)c2ccc(Br)cc2O[C@@H]1CN(C)C(=O)CN1CCOCC1	1	-1	-15	1	-3	-9	.	-0.2	.
CC(C)[C@H](NS(=O)(=O)c1ccccc1F)C(=O)OCC(=O)Nc1cccc(S(N)(=O)=O)c1	10	-10	5	2	-4	-3	-11	0.8	1
O=C(CSc1nnc2ccc(-c3ccncc3)nn12)N1CCCCC1	13	-9	-1	7	0	-17	10	0.8	-11
Cc1cc(C(=O)Nc2c(C)n(C)n(-c3ccccc3)c2=O)c2ccccc2n1	1	7	0	7	-1	-24	-11	0.2	-13
CC(=O)NCCNS(=O)(=O)c1ccc(C)c([N+](=O)[O-])c1	15	-12	-8	2	0	-3	-9	0.2	1
COc1ccccc1N1CCN(c2nc(N)c(C#N)c(CC#N)c2C#N)CC1	10	2	31	24	0	3	-11	4.9	-10
O=C(CCc1nnc2ccc(N3CCC4(CC3)OCCO4)nn12)NCc1ccccc1Cl	4	-3	-19	-1	-4	4	-4	0.9	-10
CN(C)/C=C/C(=O)c1ccc(F)cc1F	4	7	-14	7	-2	-1	-12	-0.1	3
COc1ccc(-c2nn(-c3ccccc3)cc2CNC[C@H]2O[C@@H](n3ccc(=O)[nH]c3=O)[C@H](O)[C@@H]2O)cc1	-3	-3	-20	7	-5	18	.	0.3	.
CCOc1ccccc1C(=O)NCCNC(=O)c1ccccc1OCC	14	-8	9	3	-2	-1	-5	4.8	-4
O=C(Nn1cnnc1)c1cccc(S(=O)(=O)N2CCOCC2)c1	-1	-5	-22	0	-1	-8	4	0.0	-4
COc1ccc(S(=O)(=O)N(n2c(C)nnc2-n2nc(C)cc2C)S(=O)(=O)c2ccc(OC)cc2)cc1	15	-6	.	.	-1	3	12	0.4	-15
O=C(CN1CCC(NC(=O)c2ccccc2F)CC1)Nc1ccc2c(c1)OCCO2	9	7	4	1	-7	-2	-4	16*	3
COc1ccc(NC2=NCC(=O)N2c2ccccc2F)cc1	1	2	-15	12	-4	2	-2	1.4	-6
CCOP(=O)(OCC)c1nc(-c2ccc(Br)cc2)oc1N1CCCCC1	13	-22	-24	11	-4	-17	-27	0.0	-7
CC(=O)c1cnc(Nc2nc(C)c3ccc(C)cc3n2)nc1C	8	-4	15	3	2	12	-14	1.3	-18
COCCn1cnc2c1c(=O)n(CC(=O)OCC(=O)NCCCc1ccccc1)c(=O)n2Cc1ccccc1	15	-4	-6	2	-11	-7	-18	1.1	-9
N#Cc1c(SCC(=O)N2CCCCC2)nsc1SCC(=O)N1CCCCC1	21	-10	-8	5	-4	2	-9	1.3	-19
CC(C)=N/N=C1/NC(=O)C(CC(=O)Nc2cc(Cl)ccc2C)S1 (stereo not drawn)	-11	15	-12	4	-1	6	-7	0.2	-4
Cc1ccc(-c2n[nH]c(=O)c3ccccc23)cc1S(=O)(=O)N(C)C	-9	-9	-8	1	-4	-11	-7	2.6	3
COc1ccc(F)cc1-c1cc(NC=O)c2ncc(-c3cccc(C(F)(F)F)c3)n2c1	12	-11	26	12	11	8	.	-0.1	.
CN(C)c1cccc(NC(=O)CCc2ccccc2)c1	14	-6	10	5	-4	-10	-27	0.3	-2
CC(C)(C)NC(=O)c1ccccc1-c1nc2ccccc2s1	9	0	-16	2	18*	-5	-23	33*	-13
CCC(=O)NC(c1ccccc1)c1nc2ccccc2[nH]1 (stereo not drawn)	23	-9	-9	3	-5	-8	-7	0.2	-7
Cc1ccn2c(NC3CCCCC3)c(-c3cccc(SC4CCCCC4)c3)nc2c1	-2&8	-9&-15	6&-16	9&1	-1	5	9	-0.1&1.4	1
CN(C(=O)c1cccc(NC(=O)Cc2cccc(NC(=O)C3CCCN(C(=O)C4CCCC4)C3)c2)c1)C1CCC1 (stereo not drawn)	7	-8	-40	-1	-7	-21	.	-0.2	.
N#Cc1ccccc1OCC(=O)NCC(c1ccc(F)cc1)N1CCOCC1 (stereo not drawn)	-1	-6	-2	1	-3	7	-15	0.1	-3
CCCCCCCOC1(c2ccccc2)OC(=O)c2ccccc21 (stereo not drawn)	-2	-4	-10	0	-2	-5	-23	-0.1	-6
COc1cccc2c1-c1c(O)cccc1C2=O	-14	16	-21	4	-9	-13	-5	0.9	-6
O=C(NCc1nc2ccccc2[nH]1)c1cccc(S(=O)(=O)N2CCOCC2)c1	24	-11	-17	2	-6	4	-13	1.1	1
Cc1ccc(CN2CCSCC2)c(C)c1	14	-12	19	4	-8	0	-2	0.3	-6
COc1cccc(CNC(=O)C(=O)N2CCC3(CC2)OCCN3S(=O)(=O)c2ccc(C)cc2)c1	5	-17	-24	0	-3	-12	-22	2.1	-1
Cn1c(N2CCC(C(N)=O)CC2)nc2c1c(=O)n(Cc1ccc(Cl)cc1)c(=O)n2C	8	4	-9	12	-4	-1	-11	0.4	4
COC(=O)c1[nH]c2c(c1C)C(=O)CC(c1cccs1)C2 (stereo not drawn)	17	-5	0	14	0	-1	-19	4.5	-3
Nc1nc(SCC(=O)N2CCOCC2)n[nH]1	8	2	8	2	-5	-1	-9	0.2	0
COc1ccc(S(=O)(=O)N2CCN(CC(=O)Nc3ccccc3OC)CC2)cc1	-13	2	-3	2	2	-13	-15	0.5	-17
N#CCCN(C(=O)CN1C(=O)NC2(CCCC2)C1=O)c1ccccc1F	-5	11	-10	4	-4	-3	1	0.4	-4
Next records:
SMILES	M1 PAM parental	CHO-K1 Ca antag	TAAR1 antag	TAAR1 ag	M1 ag	CHRM1 antagonist	CHO parental Ca	M1 ag parental	OXTR potentiate
CC1(C)Cc2ccccc2-c2nnc(SCC(=O)N3CCc4ccccc43)n21	12	-7	17	8	-5	10	-25	2.8	3
CCCc1cc(=O)n2[nH]c(-c3ccc(Br)cc3)cc2n1	2	-2	-3	11	-2	-22	4	0.4	-11
COc1c(F)c(F)c(C(=O)O)c(Nc2cc(C)cc(C)c2)c1F	21	-7	-10	7	-7	-8	-11	0.1	-5
Cc1cccc(-n2ncc3c2CCCC3NC(=O)CCc2cccnc2)c1C (stereo not drawn)	15	-15	-1	1	0	-1	1	7.3	-9
COCCN1C(=O)N[C@@H](c2ccccc2)C(C(C)=O)=C1C	.	.	2	15	.	.	0	.	-8
CCOc1ccc(NCCC(=O)c2ccc3c(c2)OCO3)cc1	19	-19	1	3	-9	-6	-3	0.8	-2
CC(OC(=O)c1oc2ccccc2c1COc1ccccc1)C(=O)NC(N)=O (stereo not drawn)	20	-7	-20	7	-8	15	-8	1.7	-10
CCCCc1nc(NCC2CCCO2)c(C#N)c2c1COC(C)(C)C2 (stereo not drawn)	-5	9	18	18	-5	6	-18	0.1	-4
Cc1[nH][nH]c(=O)c1C(c1c(C)[nH][nH]c1=O)c1cn(Cc2ccc(Cl)c(Cl)c2)c2ccccc12	20	0	-17	2	20*	4	-14	1.0	-1
CCN(CC)CC(=O)Nc1nc(-c2ccc(Cl)cc2)cs1	11	-13	-4	1	-5	-7	-22	0.1	-4

Some entries already given with just CHRM1 antagonist, CHO-K1 Ca antag and M1 ag.
compound | CHRM1 antagonist | CHO-K1 Ca antag | M1 ag
COc1cccc(CNC(=O)C(=O)N2CCC3(CC2)OCCN3S(=O)(=O)c2ccc(C)cc2)c1 | -12 | -17 | -3
CCCCc1nc(NCC2CCCO2)c(C#N)c2c1COC(C)(C)C2 (stereo not drawn) | 6 | 9 | -5
CCCC/C(C)=N/NC(=O)NC1CCCCC1 | -10 | -3 | -7

Later entries:
SMILES	M1 PAM parental	CHO-K1 Ca antag	TAAR1 antag	TAAR1 ag	M1 ag	CHRM1 antagonist	CHO parental Ca	M1 ag parental	OXTR potentiate
COC(=O)c1ccc2nc(-c3ccc(F)cc3)c(Cc3ccc(OC)cc3C)n2c1	14	-5	-23	0	0	-2	.	0.0	.
CCN(CC(=O)Nc1ccc2c(c1)OCCO2)C(=O)c1cccc(OCC(C)C)c1	9	-7	0	5	-2	-8	-8	3.7	-7
O=C(Cn1cc2c(n1)CCCC2)NCCCN1CCN(Cc2ccccc2)CC1	-5	-1	-19	0	-13	-14	-7	-0.3	-1
CCC(O)(Cc1ccccn1)Cc1ccccn1	-16	0	9	0	-3	10	.	0.2	.

Source: PubChem BioAssay

An unsorted share of the library; any-hit rate near 4.2%.
